U2OS ROS induce – raises reactive oxygen species in U2OS cancer cells. U2OS ROS induction, H2DCF-DA fluorescence. 46,000 compounds, 2% hits. ROS induction (% of piperlongumine), % at 10 µM; in the data active means ROS induction above about 79%, passing the limit was not always enough; inconclusive means no clear call, values can overlap the other calls;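 further: 0% = DMSO vehicle median and 100% = reference compound median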
* = called active by the depositor; ? = inconclusive. The list is partial; count on the stated rates, not on these rows.

SMILES	U2OS ROS induce
Cc1cccc(CN(C)C[C@@H]2OCc3cn(nn3)CCCC(=O)N([C@H](C)CO)C[C@@H]2C)c1	16
Cc1c(C(=O)O)sc(=S)n1CCOc1ccccc1	32
Cc1ccc(S(=O)(=O)N(C)C[C@@H]2OCCCC[C@@H](C)Oc3ccc(NC(=O)NC(C)C)cc3C(=O)N([C@H](C)CO)C[C@@H]2C)cc1	21
C[C@@H]1CN([C@@H](C)CO)C(=O)c2cc(NC(=O)NC3CCCCC3)ccc2O[C@H]1CN(C)C	-2
C[C@H](CO)N1C[C@H](C)[C@H](CN(C)S(=O)(=O)c2cccs2)Oc2c(NC(=O)Nc3cccc4ccccc34)cccc2C1=O	22
C[C@H](CO)N1C[C@H](C)[C@H](CN(C)Cc2ccc(Cl)c(Cl)c2)Oc2ccc(NS(=O)(=O)c3ccccc3)cc2C1=O	61
C[C@@H]1CN([C@H](C)CO)C(=O)c2cc(NS(=O)(=O)c3ccc(Cl)cc3)ccc2O[C@@H]1CN(C)S(=O)(=O)c1ccc(F)cc1	-6
C[C@H](CO)N1C[C@H](C)[C@@H](CN(C)C(=O)NC2CCCCC2)Oc2c(NS(=O)(=O)c3cn(C)cn3)cccc2C1=O	-9
COc1ccc(CN(C)C[C@H]2Oc3c(NS(=O)(=O)c4cccs4)cccc3C(=O)N([C@H](C)CO)C[C@H]2C)cc1	6
C[C@H](CO)N1C[C@H](C)[C@@H](CN(C)C(=O)Nc2ccc3c(c2)OCO3)Oc2c(NS(=O)(=O)c3cccs3)cccc2C1=O	-13
C[C@H]1CN([C@@H](C)CO)C(=O)c2cc(NC(=O)Nc3ccccc3)ccc2O[C@H]1CN(C)C(=O)NC1CCCCC1	-18
COc1cc(OC)cc(OCC(O)Cn2cnc(-c3ccccc3)c2)c1 (stereo unspecified)	0
Cc1cc(Cl)c(C(N)=O)c(C)n1	16
COc1ccc(-c2coc3c(OC)c(OC)cc(OC)c3c2=O)cc1	0
CCn1c(SCC(=O)c2ccc(F)cc2)nnc1-c1cccc([N+](=O)[O-])c1	-3
Cc1ccc(S(=O)(=O)N(C)C[C@H]2Oc3ccc(NC(=O)CCN4CCOCC4)cc3C(=O)N([C@H](C)CO)C[C@H]2C)cc1	30
O=S(=O)(c1ccc(-c2ccccc2)cc1)N1CCN(Cc2ccc(OCCO)cc2)CC1	22
C[C@H]1CN([C@@H](C)CO)C(=O)c2cc(NS(=O)(=O)c3ccc(F)cc3)ccc2O[C@@H]1CN(C)Cc1ccc(C(=O)Nc2ccccc2N)cc1	12
C[C@@H]1CCCCO[C@@H](CN(C)Cc2ccc(C(F)(F)F)cc2)[C@@H](C)CN([C@H](C)CO)C(=O)c2cc(NC(=O)c3ccccc3)ccc2O1	71
COC(=O)c1cc(C)cc(OC)c1C1C(=O)C(=O)c2c(O)cccc2C1=O (stereo unspecified)	-4
CC(C)=CC(O)C/C(C)=C/COc1ccc2ccc(=O)oc2c1 (stereo unspecified)	-2
O=S(=O)(c1ccc(F)cc1)c1nc(-c2ccccc2Cl)oc1NCc1ccco1	7
COc1ccc(CN(C)C[C@@H]2Oc3ccc(NS(=O)(=O)c4cn(C)cn4)cc3C(=O)N([C@H](C)CO)C[C@@H]2C)cc1	-3
Cc1ccc(N(C(C)C(=O)Nc2cccc(Cl)c2Cl)S(C)(=O)=O)cc1 (stereo unspecified)	0
CN(C(=O)CSc1nnc(N)s1)c1ccccc1	-12
O=C1c2ccccc2C(=O)N1CCCSc1nccn1-c1cc(Cl)ccc1Cl	-6
Cc1nn(CC(=O)Nc2ccc(C(C)C)cc2)c(C)c1[N+](=O)[O-]	-10
COc1ccc(CC(=O)NCC2COc3ccccc3O2)cc1OC (stereo unspecified)	-3
C[C@]12CCC[C@](C)(C(=O)O)C1CCC13C=C(CO)C(CCC12)C3 (stereo partly specified)	-6
CNC[C@H]1Oc2ccc(NC(=O)Nc3ccc(F)cc3)cc2C(=O)N([C@@H](C)CO)C[C@H]1C	-11
C[C@H](CO)N1C[C@H](C)[C@@H](CN(C)C(=O)Nc2ccccc2)Oc2ccc(NC(=O)Nc3ccc4c(c3)OCO4)cc2C1=O	11
CC(C)=CCC[C@@H](C)C/C=N/NC(=O)CCCCCCC(=O)Nc1ccccc1O	20
Cc1c(Cl)cccc1NC(=O)CN1CCC(C(N)=O)(N2CCCCC2)CC1	-2
C[C@H]1CN([C@@H](C)CO)C(=O)Cc2cc(NS(=O)(=O)c3cccs3)ccc2O[C@@H]1CN(C)S(=O)(=O)c1ccccc1	11
C[C@H]1CN([C@@H](C)CO)C(=O)Cc2cc(NC(=O)CCN3CCOCC3)ccc2O[C@H]1CN(C)Cc1ccc(Oc2ccccc2)cc1	8
C[C@H](CO)N1C[C@H](C)[C@H](CN(C)CC2CC2)Oc2ccc(NS(=O)(=O)c3ccc(Cl)cc3)cc2C1=O	13
COc1ccc(S(=O)(=O)N(C)C[C@H]2Oc3ccc(NC(=O)Cc4cn(C)c5ccccc45)cc3CC(=O)N([C@@H](C)CO)C[C@H]2C)cc1	31
CSc1sc(-c2ccn[nH]2)c(-c2ccco2)c1C#N	-3
COc1ccc(C(=O)Cn2c3ccccc3n3nc(-c4ccccc4)nc23)cc1OC	-3
CS(=O)(=O)Nc1ccccc1C(=O)NCc1ccco1	-7
Cc1ccc(S(=O)(=O)N(C)C[C@@H]2Oc3ccc(NS(=O)(=O)c4c(C)noc4C)cc3C(=O)N([C@@H](C)CO)C[C@@H]2C)cc1	-15
Cc1ccc(S(=O)(=O)Nc2ccc3c(c2)CC(=O)N([C@H](C)CO)C[C@H](C)[C@H](CN(C)CC2CCCCC2)O3)cc1	15
CC(C)C1NC(=O)C(CC2(O)c3ccccc3N3C(=O)C(Cc4ccccc4)NC32)NC1=O (stereo unspecified)	12
C[C@]12C=CC(=O)C=C1CCC1C2C(=O)C[C@@]2(C)C1CC[C@]2(O)C(=O)CO (stereo partly specified)	-8
Oc1oc(-c2ccco2)nc1C=Nc1ccccc1	?
Cc1ccc2cccc(S(=O)(=O)NC3CCS(=O)(=O)C3)c2n1 (stereo unspecified)	-2
Cc1cc(OCC(=O)Nc2ccccc2-c2nc3ccccc3s2)ccc1Cl	-13
Cc1ncoc1C(=O)Nc1ccc(C(N)=O)cc1	-2
COc1ccc(OC(=O)c2cnc3n(c2=O)CCS3)cc1	-11
Fc1ccccc1-c1nc(-c2cccnc2)no1	8
COc1ccc(S(=O)(=O)N(C)C[C@H]2Oc3ccc(NC(=O)CCC(F)(F)F)cc3C(=O)N([C@H](C)CO)C[C@@H]2C)cc1	-8
C[C@@H]1CN([C@H](C)CO)C(=O)c2cccc(NC(=O)c3ccncc3)c2O[C@@H]1CN(C)S(=O)(=O)c1cccs1	-2
CC(C)NC(=O)N(C)C[C@H]1OCCCC[C@@H](C)Oc2ccc(NC(=O)Nc3ccc(F)cc3)cc2C(=O)N([C@H](C)CO)C[C@@H]1C	7
CC(Cc1ccccc1)N/C=C1\CC(=O)NC1=O (stereo unspecified)	-14
Cc1nc(SCC(=O)c2ccccc2)c2sc3nc4c(cc3c2n1)COC(C)(C)C4	1
Cc1cc(C)nc(SC(C)C(=O)Nc2ccccc2)n1 (stereo unspecified)	4
CC(C)NC(=O)Nc1ccc2c(c1)CC(=O)N([C@H](C)CO)C[C@@H](C)[C@H](CN(C)Cc1ccc(-c3ccccc3)cc1)O2	9
CC1OC(OC2C(O[C@H]3OC[C@](O)(CO)[C@H]3O)COC(O[C@@H]3[C@@H](O)[C@@H](O)[C@H](OC4C(OC(=O)[C@]56CCC(C)(C)CC5C5=CCC7[C@@]8(C)C[C@H](O)[C@H](OC9OC(CO)C(O)C(O)C9O)[C@@](C)(CO)C8[C@H](O)C[C@@]7(C)[C@]5(C)CC6)OCC(O)C4O)O[C@H]3C)C2O)C(O)C(O)C1O (stereo partly specified)	6
C[C@@H]1CCCCO[C@@H](CN(C)C(=O)Nc2ccccc2)[C@@H](C)CN([C@H](C)CO)C(=O)c2cc(NS(=O)(=O)c3ccc(F)cc3)ccc2O1	6
O=C(c1ccccc1)N1N=C2CCCCC2C1(O)C(F)(F)F (stereo unspecified)	-13

Next section:
SMILES	U2OS ROS induce
C[C@@H]1CN([C@H](C)CO)C(=O)CCCn2cc(nn2)CO[C@H]1CN(C)C(=O)CCC(F)(F)F	16
COc1ccc(NC(=O)Nc2ccc3c(c2)C(=O)N([C@H](C)CO)C[C@H](C)[C@@H](CN(C)S(=O)(=O)c2cn(C)cn2)OCCCC[C@@H](C)O3)cc1	1
O=[N+]([O-])c1ccc(CSc2nnc(-c3ccccn3)n2-c2ccccc2)cc1	-2
CCOC(=O)N1CCN(C(=O)CN(Cc2cccc(C)c2)S(=O)(=O)c2ccc(Cl)cc2)CC1	-3
C=C(C(=O)O[C@H]1C/C(C)=C\CC/C(CO)=C\[C@H]2OC(=O)C(=C)[C@H]12)C(O)CO (stereo partly specified)	-6
Cc1noc(C)c1NC(=O)N(C)C[C@@H]1Oc2ccc(NC(=O)Nc3ccccc3)cc2C(=O)N([C@H](C)CO)C[C@@H]1C	-6
Cc1cccc(OCC(O)Cn2cnc3ccccc32)c1 (stereo unspecified)	-10
O=C(Cn1cnc2c(nnn2Cc2ccc(Cl)cc2)c1=O)N1CCCc2ccccc21	-2
COc1ccc(NC(=O)Nc2nn(Cc3c(F)cccc3Cl)cc2Cl)cc1OC	29
C[C@H](CO)N1C[C@H](C)[C@H](CN(C)S(=O)(=O)c2cccs2)Oc2ncc(-c3ccc(F)cc3)cc2C1=O	6
CN(CC(=O)Nc1ccc([N+](=O)[O-])cc1)S(=O)(=O)c1cc(Cl)ccc1Cl	2
O=C(O)c1cccc(NC(=O)c2ccc3c(c2)C(=O)N(Cc2cccnc2)C3=O)c1	-15
CS(=O)(=NS(=O)(=O)c1cc(S(=O)(=O)c2ccccc2)cs1)c1ccc(Cl)cc1 (stereo unspecified)	5
C[C@@H]1CN([C@@H](C)CO)C(=O)Cc2cc(NS(=O)(=O)c3ccccc3)ccc2O[C@@H]1CN(C)S(=O)(=O)c1ccccc1	-7
CC(C)NC(=O)Nc1ccc2c(c1)C(=O)N([C@H](C)CO)C[C@H](C)[C@@H](CN(C)Cc1ccc(C(F)(F)F)cc1)O2	2
Cc1cc(C(=O)Nc2cccc3c2O[C@H](CN(C)Cc2ccc4c(c2)OCO4)[C@@H](C)CN([C@@H](C)CO)C3=O)n(C)n1	6
C[C@H]1CN([C@@H](C)CO)C(=O)c2cc(NC(=O)Nc3ccc4c(c3)OCO4)ccc2O[C@@H]1CN(C)S(=O)(=O)c1cn(C)cn1	52
CCOc1ccc(NC(=O)c2ccc3c(c2)N(Cc2ccc(C)cc2)CCS3)cc1	-1
COc1cc(O)c2c(c1)O[C@H](c1ccc(O)c(O)c1)[C@@H](OC(C)=O)C2=O	38
C[C@@H]1CN([C@H](C)CO)C(=O)c2cccc(NC(=O)c3cnccn3)c2O[C@H]1CN(C)Cc1ccc(Cl)c(Cl)c1	30
COc1ccccc1CNC(=O)Cn1cccc1	-9
Cc1noc(C)c1NC(=O)Nc1ccc2c(c1)CC(=O)N([C@@H](C)CO)C[C@H](C)[C@@H](CN(C)S(=O)(=O)c1ccc(F)cc1)O2	1
CCCN(C)C[C@@H]1OCCCC[C@@H](C)Oc2ccc(NC(=O)Nc3ccc(F)cc3)cc2C(=O)N([C@H](C)CO)C[C@@H]1C	2
Cc1ccccc1C(=O)Nc1cccc(NC(=O)COc2ccccc2Cl)c1	2
Cc1noc(C)c1NC(=O)Nc1ccc2c(c1)C(=O)N([C@H](C)CO)C[C@H](C)[C@H](CN(C)Cc1ccccc1)O2	6
CCc1nn(CC(=O)N2CCC(C(N)=O)CC2)c(=O)c2cc3sccc3n12	1
CC(C)(C)NC(=O)CSc1ccc(Cl)cc1	-2
CC(C(=O)OCC(=O)c1ccccc1)N1C(=O)C2C3C=CC(C3)C2C1=O (stereo unspecified)	-7
Cc1noc(C)c1NC(=O)N(C)C[C@H]1Oc2ccc(NC(=O)Cn3cnnn3)cc2CC(=O)N([C@@H](C)CO)C[C@H]1C	21
CNC[C@H]1Oc2ccc(NC(=O)NC(C)C)cc2CC(=O)N([C@@H](C)CO)C[C@H]1C	3
O=C1CC(C(=O)Nc2ccc3c(c2)OCCO3)n2ncnc2N1 (stereo unspecified)	8
C=CCNC(=O)[C@@H]1[C@H]2C(=O)O[C@H](c3ccccc3)[C@H](c3ccccc3)N2[C@H](c2ccc(O)cc2)[C@@]12C(=O)N(C(=O)OCCOC)c1ccccc12	53
COc1ccc([C@@H]2C=C(C(=O)O)O[C@H](OCCCCO)C2)cc1	5

Structures above with a thiophene ring, fused or not (ten):
SMILES	U2OS ROS induce
C[C@H](CO)N1C[C@H](C)[C@H](CN(C)S(=O)(=O)c2cccs2)Oc2c(NC(=O)Nc3cccc4ccccc34)cccc2C1=O	22
COc1ccc(CN(C)C[C@H]2Oc3c(NS(=O)(=O)c4cccs4)cccc3C(=O)N([C@H](C)CO)C[C@H]2C)cc1	6
C[C@H](CO)N1C[C@H](C)[C@@H](CN(C)C(=O)Nc2ccc3c(c2)OCO3)Oc2c(NS(=O)(=O)c3cccs3)cccc2C1=O	-13
C[C@H]1CN([C@@H](C)CO)C(=O)Cc2cc(NS(=O)(=O)c3cccs3)ccc2O[C@@H]1CN(C)S(=O)(=O)c1ccccc1	11
CSc1sc(-c2ccn[nH]2)c(-c2ccco2)c1C#N	-3
C[C@@H]1CN([C@H](C)CO)C(=O)c2cccc(NC(=O)c3ccncc3)c2O[C@@H]1CN(C)S(=O)(=O)c1cccs1	-2
Cc1nc(SCC(=O)c2ccccc2)c2sc3nc4c(cc3c2n1)COC(C)(C)C4	1
C[C@H](CO)N1C[C@H](C)[C@H](CN(C)S(=O)(=O)c2cccs2)Oc2ncc(-c3ccc(F)cc3)cc2C1=O	6
CS(=O)(=NS(=O)(=O)c1cc(S(=O)(=O)c2ccccc2)cs1)c1ccc(Cl)cc1 (stereo unspecified)	5
CCc1nn(CC(=O)N2CCC(C(N)=O)CC2)c(=O)c2cc3sccc3n12	1

Source: PubChem
